High-throughput results from PubChem BioAssay.
Rab9 prom act – qHTS Assay for Rab9 Promoter Activators. Potency, µM (titrated, usually from 9.22 µM), for inactives: at the highest dose activation, negative = inhibition, most hits filed as activators. 320,000 compounds, 2.8% hits. Huh7 Rab9 promoter-luciferase reporter, luminescence, 24 h; further: potency means the concentration at half of the fitted maximal effect; % of control where 0% means no effect; nearly all actives have a fitted effect of over 60% in size
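Luminescence from Amplite-detected luciferase (10 minutes, ambient) reports Rab9 promoter activation. Before that, stable Rab9-luciferase Huh7 cells (1500/well, reduced-serum OP-MEM I plus 10% FBS) were exposed to compound for 24 hours at 37C.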
ELG1 genotoxic – qHTS screen for small molecules that induce genotoxicity in human embryonic kidney (HEK293T) cells expressing luciferase-tagged ELG1; HEK293T ELG1-luciferase reporter, luminescence, 16 h; Potency, µM (highest dose often 46 µM), for the others: at the top dose activity change, positive = activation, most hits filed as activators; 330,000 compounds, 1.3% hits; further: potency means the concentration at half of the fitted maximal effect; % of control where 0% means no effect; nearly all actives have a fitted effect of over 60% in size
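Reporter readout depends on ELG1 protein level, which increases with genetic stress. After 16 hr compound exposure at 37 °C, luciferase activity was quantified using ONE-Glo.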
Tb PFK block – qHTS Assay to Find Inhibitors of T. brucei phosphofructokinase. ATP-dependent 6-phosphofructokinase (Trypanosoma brucei brucei), O15648. T. brucei PFK, ADP-Glo luminescence. Potency, µM (titrated, usually from 57.5 µM), inactives show at the highest dose activity, negative = inhibition, usual class: inhibitors. 330,000 compounds, 0.17% hits. AID 485367, 2010;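 further: potency means the concentration at half of the fitted maximal effect; 0% = uninhibited 1x PFK enzyme wells and -100% = no-enzyme wells; nearly all actives have a fitted effect of over 60% in size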
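Luminescent ADP detection (ADP-Glo, two-step: ATP depletion then ADP-to-ATP conversion for luciferase) reported PFK activity after 45 min room-temperature reaction of 1.25 nM enzyme with 0.5 mM F6P and 0.1 mM ATP at pH 8.0.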
Giardia killer – Small Molecules that selectively kill Giardia lamblia: qHTS | 340,000 compounds, 0.15% hits | activity change, % at 7.66 µM, hits read low | AID 540267, 2011 | Giardia lamblia trophozoite viability; in the data active means activity change below about -80%; inconclusive means between about -30% and that limit;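 further: parasites exposed to compound for two days anaerobically before the ATP read; on the % scale 0 is the no-effect control and ±100 the full control effect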
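Trophozoites 100 cells/well + cpd; 48 hrs, 37 deg C, anaerobic. ATPLite 1-Step added, 15-30 min RT, luminescence read (ATP-based viability).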
uPA generation – qHTS for Inhibitors of Cell Surface uPA Generation; cell surface uPA generation assay, qHTS; Potency, µM (top dose mostly 38.3 µM), without a hit: at the top dose activity change, negative = inhibition, hits mostly inhibitors; 330,000 compounds, 0.31% hits; AID 540303, 2011; active means well fitted inhibition curve with a large enough effect; inconclusive means small, poorly fitted or top-dose-only effect; inactive means no such curve, though single readings can be large or run the other way; tested in mouse RAW 264.7 cells; further: potency means the concentration at half of the fitted maximal effect; on the % scale 0 is the no-effect control and ±100 the full control effect; nearly all actives have a fitted effect of over 55% in size
FLuc counter – qHTS profiling assay for firefly luciferase inhibitor/activator using purifed enzyme and Km concentrations of substrates (counterscreen for miR-21 project); purified FLuc, Km substrates, luminescence inhibition; Potency, µM (doses to about 57.5 µM), for the others: at the highest dose activity change, negative = inhibition, usual class: inhibitors; 360,000 compounds, 6.9% hits; AID 588342, 2011;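 further: potency means the concentration at half of the fitted maximal effect; plate controls were vehicle for no effect and reference inhibitor for full effect; nearly all actives have a fitted effect of over 55% in size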
Target sequence (P08659 whole entry, looked up): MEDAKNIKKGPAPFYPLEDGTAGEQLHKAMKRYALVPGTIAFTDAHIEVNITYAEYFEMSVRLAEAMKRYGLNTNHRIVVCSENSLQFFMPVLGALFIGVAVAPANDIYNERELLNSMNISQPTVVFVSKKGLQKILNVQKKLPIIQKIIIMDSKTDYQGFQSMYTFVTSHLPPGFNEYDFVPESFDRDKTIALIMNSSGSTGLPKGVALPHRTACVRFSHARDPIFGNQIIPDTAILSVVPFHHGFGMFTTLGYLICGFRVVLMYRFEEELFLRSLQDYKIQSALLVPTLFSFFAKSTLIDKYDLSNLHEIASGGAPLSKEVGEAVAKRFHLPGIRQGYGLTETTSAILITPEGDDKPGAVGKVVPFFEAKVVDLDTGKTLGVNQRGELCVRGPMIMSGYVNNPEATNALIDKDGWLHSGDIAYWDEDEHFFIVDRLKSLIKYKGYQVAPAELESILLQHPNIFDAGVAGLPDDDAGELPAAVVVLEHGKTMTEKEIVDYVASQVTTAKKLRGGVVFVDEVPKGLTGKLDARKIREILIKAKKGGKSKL
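Purified P. pyralis luciferase, 10 nM final, with Km-level 10 uM D-luciferin and 10 uM ATP in 50 mM Tris acetate pH 7.5, 10 mM Mg acetate, 0.01% Tween-20, 0.05% BSA; 6-point qHTS titration about 60 µM downward; luminescence read.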
KCNH2 3.1 inh – qHTS for Inhibitors of KCHN2 3.1: Mutant qHTS | Potassium voltage-gated channel subfamily H member 2, brain isoform KCNH2 3.1 (human) | 340,000 compounds, 0.95% hits | activity change, % (tested at about 1.8 µM) | U2OS KCNH2 3.1, thallium flux FluxOr; hits give low values;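 active means maximum activity change below -70%; inconclusive means maximum activity change from -70% to -50%; inactive means maximum activity change above -50%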;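 further: thallium influx rate constant from kinetic fluorescence after stimulation buffer; on the % scale 0 is the no-effect control and ±100 the full control effect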
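Channel expression came from 3.1 mutant virus (1.77 x 10^8 /mL) applied to suspended U2OS cells for 4 h. Flux was tracked with FluxOr dye plus Red40 quencher, and kinetic rate constants normalized to controls.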
RORgamma inh – qHTS for inhibitors of ROR gamma transcriptional activity; Nuclear receptor ROR-gamma (Mus musculus), P51450; Drosophila S2 Gal4-RORgamma UAS-luciferase reporter, 20 h; Potency, µM (doses to about 53.6 µM), inactives show at the top dose activity change, negative = inhibition, most hits filed as inhibitors; 310,000 compounds, 5.4% hits; AID 2551, 2010; further: potency means the concentration at half of the fitted maximal effect; on the % scale 0 is the no-effect control and ±100 the full control effect; nearly all actives have a fitted effect of over 60% in size
Target sequence (P51450 whole entry, looked up, the tested form may be a part): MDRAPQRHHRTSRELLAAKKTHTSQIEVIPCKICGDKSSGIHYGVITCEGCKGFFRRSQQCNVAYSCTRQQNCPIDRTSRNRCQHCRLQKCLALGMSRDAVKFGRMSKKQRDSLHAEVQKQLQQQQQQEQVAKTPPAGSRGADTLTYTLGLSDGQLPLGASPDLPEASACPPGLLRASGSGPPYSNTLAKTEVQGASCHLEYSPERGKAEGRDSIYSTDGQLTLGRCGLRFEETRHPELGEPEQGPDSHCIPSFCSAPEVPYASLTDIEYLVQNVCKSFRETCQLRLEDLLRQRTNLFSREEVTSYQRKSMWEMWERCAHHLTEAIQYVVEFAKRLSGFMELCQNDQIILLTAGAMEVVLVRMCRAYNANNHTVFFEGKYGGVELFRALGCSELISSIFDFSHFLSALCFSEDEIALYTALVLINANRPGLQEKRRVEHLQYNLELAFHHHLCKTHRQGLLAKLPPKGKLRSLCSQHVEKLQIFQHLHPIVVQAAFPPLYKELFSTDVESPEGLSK
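Schneider cells (Drosophila), stable Gal4 DBD–ROR gamma + UAS-luc; 1 hr cmpd preincubation; Cu2+ induction 700 uM final; 20 hr ambient; luminescence.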
NPC1 promoter act – qHTS Assay for NPC1 Promoter Activators; Huh7 NPC1 promoter luciferase reporter, 24 h; 320,000 compounds, 2.4% hits; Potency, µM (series often up to 9.22 µM), for the others: at the highest dose activation, usual class: activators;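 further: potency means the concentration at half of the fitted maximal effect; % of control where 0% means no effect; nearly all actives have a fitted effect of over 60% in size; reporter is driven by a mutant NPC1 promoter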
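Cells: Huh7 expressing luciferase under the NPC1 promoter, 1500/well. Seeded 2 h, compound added, incubated 24 h at 37 °C. Luciferase reagent, 10 min ambient, then luminescence.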
Coupling enz – qHTS Assay for Inhibitors of Fructose-1,6-bisphosphate Aldolase from Giardia Lamblia: Coupling assay counterscreen | coupling enzyme system counterscreen, AmpLite Red fluorescence | activity change, negative = inhibition, % at 58.2 µM, hits read low | 290,000 compounds, 0.67% hits | AID 2472, 2010; in the data active means activity change below about -30%; further: on the % scale 0 is the no-effect control and ±100 the full control effect
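Coupling enzymes only (glyceraldehyde-3-phosphate) + compound, at 57.5 uM final, 10 min RT; add substrate/coupling/AmpLite Red mix, 20 min RT; fluorescence ex 525/em 598 nm. Actives flag coupling-system interference.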
Gal4-VP16 FLuc – VP16 counterscreen qHTS for inhibitors of ROR gamma transcriptional activity. Drosophila S2 Gal4-VP16 UAS-luciferase, luminescence, 20 h. Potency, µM (top dose mostly 53.6 µM), inactives show at the top dose activity, negative = inhibition, hits mostly inhibitors. 310,000 compounds, 3.5% hits;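 further: Gal4-VP16 expression switched on by copper sulfate through the metallothionein promoter; potency means the concentration at half of the fitted maximal effect; on the % scale 0 is the no-effect control and ±100 the full control effect; nearly all actives have a fitted effect of over 50% in size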
Active calls of the source: *; ? = inconclusive; · = no result given; [ ] = dose if it differs, or a comment. Unless noted, the call rests on the fitted dose curve; in most records, active means well fitted curve in the direction sought with a large enough effect; inconclusive means small, poorly fitted or top-dose-only effect, or another doubt; inactive means no such curve, though single readings can be large; an effect the other way counts as inactive or inconclusive.

molecule	Rab9 prom act	ELG1 genotoxic	Tb PFK block	Giardia killer	uPA generation	FLuc counter	KCNH2 3.1 inh	RORgamma inh	NPC1 promoter act	Coupling enz	Gal4-VP16 FLuc
CC(=O)Nc1ccc(Br)cc1C(=O)C(=O)O	12%	-4%	17%	5	-18%	-2%	-7	-19%	7%	-10	-18%
O=C(CN1CCC(O)(c2ccc3c(c2)OCO3)CC1)OC1CCCCC1	-7%	0%	9%	2	8%	0%	12	-3%	-7%	0	2%
O=C(NCC(=O)N1CCN(c2ccccc2)CC1)c1ccccc1	28%	6%	-6%	6	-1%	-18%	10	?	16%	1	16%
COc1ccc(NC(=O)NNc2cc(N3CCOCC3)nc(N3CCOCC3)n2)cc1	2%	-1%	1%	-21	8%	0%	2	13%	5%	1	10%
Cc1ccc(-c2c(NC(=O)c3ccco3)oc3ccccc3c2=O)cc1	-3%	-1%	-3%	-21	-6%	-14%	-1	?	4%	-6	-13%
C[C@H](NC(=O)COc1ccc(Cl)cc1)C(=O)N1CCC2(CC1)NCCc1[nH]cnc12	-7%	-1%	1%	-9	-8%	-1%	-5	-13%	0%	·	-1%
O=C(Nc1cccc(F)c1)[C@@H]1CCCN1	0%	1%	-9%	12	-8%	-1%	31	2%	-2%	0	4%
CN=C(NC)SC1CC(=O)N(c2ccccc2)C1=O (centres undefined)	7%	-1%	-6%	11	-1%	5%	-26	-6%	-1%	1	7%
Cc1occc1C(=O)NNC(=O)c1ccccc1C(=O)O	18%	?	1%	-2	-3%	?	33	?	-1%	-1	-6%
Cc1cc2ccccn2c1C(=O)c1ccc(Cl)c([N+](=O)[O-])c1	-1%	-12%	-1%	-28	4%	-3%	9	18%	-1%	-3	5%
COc1ccc(NC(=O)NNC(=O)COc2ccc(Cl)cc2C)cc1OC	11%	-6%	-12%	-8	-1%	3%	·	-1%	0%	5	-10%
CCCOc1ccc(-c2nc[nH]c2[N+](=O)[O-])cc1	-1%	14%	0%	-4	0%	-2%	-2	27%	-4%	-1	0%
Cc1cccc(C)c1C(=O)N[C@@H](Cc1ccccc1)C(=O)O	-3%	1%	-4%	9	5%	1%	17	-13%	-1%	4	1%
O=C(CN1C(=O)NC2(CCCC2)C1=O)Nc1ccc(F)c(Cl)c1	-1%	3%	-12%	4	2%	1%	1	10%	0%	2	-7%
Cc1ccc(-n2c(C)c3c(C)nnc(C)c3c2C)cc1N	-5%	-12%	-11%	-4	5%	5%	-1	-18%	-5%	-10	-12%[10 µM]
COc1ccccc1N1CC(C(=O)NCCN2C(=O)S/C(=C\c3cccnc3)C2=O)CC1=O (centres undefined)	-4%	0%	-1%	14	0%	-2%	-9	·	-4%	·	·
CC1=NN(c2ccccc2)C(=O)C1C(=O)c1ccc([N+](=O)[O-])cc1 (centres undefined)	-1%	-2%	-1%	-16	-3%	?	-37	28%	1%	9	5%
C=CCN1C(=O)/C(=C\c2ccco2)C(C(=O)OC)=C1C	-1%	3%	3%	-5	-1%	-1%	·	36%[10 µM]	3%	-25	-2%
COc1ccc(CN2CCC(N3CC(C)OC(C)C3)CC2)c(OC)c1OC (centres undefined)	2%	-3%	2%	-13	17%	0%	13	-36%	-1%	-1	-2%
Cc1ccccc1NC(=S)NN1CCN(C)CC1	1%	2%	10%	17	-5%	-1%	3	-27%	-1%	0	0%
Cc1ccc(CSc2ccc(-c3ccc4c(c3)OCO4)nn2)cc1	15%	7%	0%	12	0%	-17%	-4	-24%	3%	3	-1%
CSCc1cc(N2CCCC2)nc(-c2ccccc2)n1	-1%	-6%	-2%	1	-4%	-2%	16	?	-6%	-1	10%
Cc1ccc(C(=O)Nc2nc(C(C)(C)C)cs2)s1	3.2µM*	4.6µM*	2%	-14	-5%	5.4µM*	-17	-14%	?	-2	-27%
O=C(NC1CCCC1)c1cc2nc(-c3ccccc3)cc(-c3ccccc3)n2n1	-3%	0%	-5%	-5	0%	-4%	7	?	-8%	0	-3%
O=C(Nc1ccc2c(c1)OCCO2)c1cc(F)c(F)cc1Cl	2.5µM*	?	-12%	-11	?	12µM*	-2	·	2.2µM*	-3	·
Cc1cc(C(=O)OC2CCOC2=O)c2ccccc2n1 (centres undefined)	-1%	-1%	5%	-4	6%	1%	27	-22%	2%	2	3%
Cn1nc(C(=O)Nc2cccc(C(=O)NC3CC3)c2)c2ccccc2c1=O	-1%	5%	-5%	2	2%	?	5	·	-2%	·	·
CNS(=O)(=O)c1cc(NC(=O)CCCNC(=O)c2ccc(Cl)cc2)ccc1C	0%	3%	-8%	18	-4%	-18%	-16	?	-2%	0	-9%
Cc1ccc(C(=O)OC2CCCN(C)C2)cc1 (centres undefined)	-9%	1%	-2%	0	-5%	0%	-7	0%	1%	5	-15%
COc1ccc(OC)c(NC(=O)CSc2ccc3ccccc3c2)c1	9%	-7%	-5%	-6	-1%	-7%	1	32%	1%	0	-4%
COCc1ccc(C(=O)N2CCCC(Nc3ccc(C(C)C)cc3)C2)s1 (centres undefined)	-8%	-2%	-14%	10	11%	4%	0	26%	-5%	2	-10%
O=C(CSc1nnc(-c2ccccc2O)o1)N1CCc2ccccc2C1	27%	0%	-4%	-23	·	-17%	3	10µM*	-2%	1	?
COc1ccc(/C=C(\NC(=O)c2ccc(C)cc2)C(=O)N2CCCCC2)cc1	-1%	-5%	0%	-11	8%	-1%	6	19%	-4%	0	3%
c1ccc(-c2nc(-n3ccnc3)nc(-n3ccnc3)n2)cc1	-1%	-3%	2%	2	-12%	-29%	-5	?	-3%	-51*	5%
CCCCN1C(=O)/C(=C2\SC(N3CCCCC3)=NC2=O)c2ccccc21	1.8µM*	?	-13%	-6	-11%	2.1µM*	-2	5%	1.4µM*	0	-15%
O=C(Nc1ccccc1C(=O)N1CCN(Cc2ccccc2)CC1)c1ccccn1	-4%	-5%	-1%	15	2%	7%	18	13%	-3%	-1	-1%
O=C(NCc1ccco1)c1cc(C(=O)C2CCCCC2)c[nH]1	1%	5%	2%	-3	·	-1%	6	11%	-4%	0	14%
COc1cccc(C(=O)NC(=S)Nc2ccc(N(C)C)cc2)c1	3.5µM*	?	0%	-8	0%	12µM*	-3	3.5µM*	?	2	?
O=c1[nH]cc(N=Cc2cc([N+](=O)[O-])ccc2O)c(=O)[nH]1	12%	5%	-9%	·	·	2%	·	-23%	3%	2	-1%
CC(=O)Nc1ccc(NC(=O)Cn2cc3c(n2)CCC(C)C3)cc1 (centres undefined)	8%	-1%	-5%	·	·	-2%	·	-30%	2%	2	-3%
CSC1=NCCN1S(=O)(=O)c1ccc(C)cc1	2%	10%	-4%	-12	1%	3%	-3	-10%	-5%	-4	6%
Cc1ccc(-c2nc(-c3ccc(Cl)cc3)sc2CC(=O)O)c(C)c1	0%	0%	8%	5	8%	?	0	?	-1%	3	-3%
CC1CCCC(C)N1C(=O)COC(=O)CNC(=O)c1ccc(Cl)cc1Cl (centres undefined)	0%	-2%	0%	-29	-13%	4%	-1	·	3%	·	·
Cc1cccc(Nc2nnc(SCC3CCCCO3)s2)c1 (centres undefined)	2.8µM*	12%	-4%	0	-3%	5.4µM*	-8	10µM*	4µM*	-1	-11%
Cc1ccnc(NC(=O)Cc2ccc(F)cc2)n1	2%	2%	-6%	9	3%	-1%	10	9%	-1%	1	2%
CCN1C/C(=C\c2cccc(C)c2)c2nc3ccccc3c(C(=O)O)c2C1	3%	1%	3%	·	·	-1%	·	-7%	2%	-12	0%
CN(C)C(CNC(=O)CCc1nc2ccccc2s1)c1ccccc1 (centres undefined)	-1%	1%	7%	2	2%	-1%	-5	13%	-3%	0	10%
O=C(COc1ccccc1[N+](=O)[O-])OCC(=O)c1ccc(Br)s1	·	1%	-3%	13	0%	·	4	·	·	·	·
O=C(Nc1ccc(NC(=O)C2CC2)nc1)c1ccco1	?	?	3%	-3	-2%	?	5	?	?	3	1%
Cc1ccc2nc(-c3ccc(SCC(=O)Nc4nc(C)cs4)nc3)[nH]c2c1	2.8µM*	?	3%	-28	2%	0.54µM*	-3	0%	3.5µM*	-2	?
